ADAM17 inh: inhibits human ADAM17; recombinant ADAM17, EDANS/DABCYL FRET peptide cleavage; inhibition, % at 6.95 µM; 370,000 tested, 0.83% active; AID 720648;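 active = inhibition above the mean of compounds lying between control limits plus 3 SD, set per campaign, cut at about 8.5% in these data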;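 also: 0% = DMSO-only wells as the low control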
ARFGAP1 inhibitor: inhibitors of rat ARFGAP1; Q62848; Arfgap1-stimulated ARF1 GTP hydrolysis, GDP FP detection; inhibition, % at 16.5 µM; 360,000 tested, 0.26% active; AID 651572;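 active = inhibition above a per-plate limit, mean inhibition of low control wells plus 3 SD, cut at about 25% in these data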;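 also: 0% = DMSO wells with enzyme and 100% = wells lacking Arfgap1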
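Material: rat Arfgap1 catalytic domain, aa 1-136; also added: human ARF1(Δ1-17)-GTP substrate; compound dosing: one concentration, 16.5 µM, DMSO 1.26%; incubation: GTP hydrolysis reaction 2 h at 25 °C; measured by: Tracer-displacement fluorescence polarization with EDTA stop, 620/688 nm; evaluation: % inhibition from polarization; repeats: one replicate per compound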
DDE Tn6 FP inh: DD(E)-Tn6 binding inhibition, primary FP screen; 370,000 tested, 0.21% active; Fibrin DD(E) TRITC-Tn6 fluorescence polarization displacement; inhibition, % at 8.3 µM; P02675;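 active = inhibition above a per-campaign cutoff: mean of compounds within control limits plus 3 SD, cut at about 15% in these data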;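 also: 0% = median of all compound wells on the plate and 100% = blocking peptide control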
ASAP1 inh: ASAP1 ArfGAP inhibition | Q9ULH1 | ASAP1-stimulated ARF1 GTP hydrolysis, GDP FP detection | inhibition, % at 16.5 µM | 360,000 tested, 0.19% active | AID 624377; in the data active = inhibition above about 25%;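 also: 0% = vehicle with enzyme and substrate and 100% = no enzyme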
Tn7 DDE FP: inhibitors of Tn7 peptide binding to human fibrin DD(E); AID 720508; FP displacement of FITC-Tn7 peptide from fibrin DD(E); 0% = median of compound wells per plate; inhibition, % at 8.3 µM; 370,000 tested, 0.13% active;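 active = inhibition above the mean of compounds falling within the control limits plus 3 SD of them, cut at about 14% in these data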;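 also: 0% = plate median of compound wells and 100% = 10 µM Aha-Tn7 peptide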
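assay system = human clot-derived fibrin DD(E) complex | quantity = Fibrin-DD(E) at 2 µM final | timing = 10 min preincubation, 3 h with tracer, room temperature | signal = fluorescence polarization | measure = percent inhibition | benchmarks = high control wells with 10 µM unlabelled Aha-Tn7 peptide (full inhibition) | replicates = singlicate testing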
TDP2 absorb: blocks human TDP2 phosphodiesterase activity; O95551; recombinant TDP2, T5PNP hydrolysis, p-nitrophenol absorbance 415 nm; inhibition, % at 12.8 µM; 370,000 tested, 0.34% active;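 active = inhibition above the mean of all tested compounds plus 3 SD, set per campaign, cut at about 25% in these data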;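 also: 0% = DMSO with enzyme and 100% = buffer with substrate but no TDP2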
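System: recombinant human TDP2 / Amount: 120 nM TDP2 per well / Also added: 5 mM T5PNP chromogenic substrate / Doses: 12.8 µM single point, 1% DMSO / Incubation: 2 h at 37 °C / Detection: p-Nitrophenol epi absorbance / Evaluation: % inhibition relative to enzyme-containing and enzyme-free wells / Repeats: singlicate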
ADAM10 inh: inhibitors of human ADAM10 | inhibition, % at 7 µM | O14672 | AID 720582 | recombinant ADAM10, EDANS/DABCYL FRET peptide cleavage, 3 h | 370,000 tested, 0.62% active;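 active = inhibition above a per-campaign cutoff equal to the mean of compounds falling between control-based bounds plus 3 SD, cut at about 20% in these data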;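 also: 0% = DMSO wells while the 100% control is not disclosed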
proKLK7 act: activators of human kallikrein-7 zymogen; 370,000 tested, 0.9% active; activation, % at 7 µM; purified proKLK7, EDANS-DABCYL substrate fluorescence; 100% is mature enzyme control, 0% vehicle;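 active = activation above the mean of all tested compounds plus 3 SD, computed per campaign excluding outliers beyond control limits, cut at about 13% in these data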
PLCg1 inh: PLC-gamma1 (human) inhibition, primary screen; purified PLC-gamma1, fluorogenic substrate, fluorescence; inhibition, % at 12.2 µM; P19174; 370,000 tested, 0.84% active; AID 720700; in the data active = inhibition above about 9.5%
Target sequence (P19174 whole entry, looked up): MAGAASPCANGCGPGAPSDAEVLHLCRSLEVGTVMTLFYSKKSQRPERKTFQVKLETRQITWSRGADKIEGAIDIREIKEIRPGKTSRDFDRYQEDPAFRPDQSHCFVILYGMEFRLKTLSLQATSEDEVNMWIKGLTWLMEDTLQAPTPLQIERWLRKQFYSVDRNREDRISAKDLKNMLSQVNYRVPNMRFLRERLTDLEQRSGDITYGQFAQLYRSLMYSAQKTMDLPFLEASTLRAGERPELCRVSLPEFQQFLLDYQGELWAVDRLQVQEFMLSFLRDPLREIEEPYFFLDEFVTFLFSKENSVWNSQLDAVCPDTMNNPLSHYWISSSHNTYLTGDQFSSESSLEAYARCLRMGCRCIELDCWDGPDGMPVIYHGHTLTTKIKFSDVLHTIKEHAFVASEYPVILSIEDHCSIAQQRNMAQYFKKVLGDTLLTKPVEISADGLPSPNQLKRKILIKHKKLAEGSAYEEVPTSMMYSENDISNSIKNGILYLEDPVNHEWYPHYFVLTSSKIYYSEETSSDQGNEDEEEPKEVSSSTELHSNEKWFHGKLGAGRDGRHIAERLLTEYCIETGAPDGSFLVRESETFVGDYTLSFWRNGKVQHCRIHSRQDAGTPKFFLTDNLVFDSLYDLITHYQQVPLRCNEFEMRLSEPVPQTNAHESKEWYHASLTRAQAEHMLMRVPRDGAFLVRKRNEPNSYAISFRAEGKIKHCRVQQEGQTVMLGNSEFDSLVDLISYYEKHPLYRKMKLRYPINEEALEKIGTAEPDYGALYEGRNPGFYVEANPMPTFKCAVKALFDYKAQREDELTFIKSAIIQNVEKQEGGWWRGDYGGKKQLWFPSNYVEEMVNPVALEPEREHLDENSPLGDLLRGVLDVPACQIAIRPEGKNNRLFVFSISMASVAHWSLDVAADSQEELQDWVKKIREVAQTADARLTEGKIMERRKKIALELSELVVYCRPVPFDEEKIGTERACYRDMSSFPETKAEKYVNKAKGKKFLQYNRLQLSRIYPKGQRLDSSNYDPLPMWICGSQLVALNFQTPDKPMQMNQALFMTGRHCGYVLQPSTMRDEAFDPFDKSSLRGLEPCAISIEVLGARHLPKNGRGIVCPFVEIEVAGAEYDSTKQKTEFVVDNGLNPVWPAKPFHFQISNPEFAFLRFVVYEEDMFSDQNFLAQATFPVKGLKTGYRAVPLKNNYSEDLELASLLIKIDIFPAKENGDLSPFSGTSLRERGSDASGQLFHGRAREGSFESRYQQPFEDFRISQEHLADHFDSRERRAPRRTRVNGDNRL
LEDGF integ inh: blocks HIV-1 LEDGF/p75-dependent DNA integration; TR-FRET IN-LEDGF/p75 DNA integration, Eu/Cy5; inhibition, % at 3.7 µM; 370,000 tested, 0.64% active; AID 743269;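 active = inhibition above the screen-wide mean plus 3 SD, cut at about 13% in these data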;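 also: signal is the Cy5 over europium emission ratio at 671 and 618 nm; 0% = plate median of compound wells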
* marks the source's active call; other numbers are inactive results; . = not tested or not shown. Compounds were not picked by outcome. Share with any hit: about 4.2%.

SMILES	ADAM17 inh	ARFGAP1 inhibitor	DDE Tn6 FP inh	ASAP1 inh	Tn7 DDE FP	TDP2 absorb	ADAM10 inh	proKLK7 act	PLCg1 inh	LEDGF integ inh
O=C(OCC(=O)N1CCN(c2ccccc2)CC1)c1ccc[n+]([O-])c1	-4.3	1.5	5.1	0.4	-3.4	1.4	-7.3	0.9	4.2	-0.2
CNC(=O)OCc1snc(-c2ccccc2)c1COC(=O)NC	-3.9	1.4	-0.5	1.8	2.4	4.3	-3.9	0.3	2.2	-0.3
CCCCNC(=O)C(C#N)c1nc2ccccc2nc1N1CCN(c2ccccc2F)CC1 (centres undefined)	-30.4	-0.8	7.9	-11.1	3.6	-20.2	-98.2	0.5	-26.8	3.0
CCN(CC)S(=O)(=O)c1ccc(C(=O)NC(=S)N2CCN(c3ccccc3O)CC2)cc1	-1.7	-10.2	0.1	-15.3	1.9	-1.2	-15.3	-1.6	-19.8	-3.3
O=C(CCc1nnc(CCCCc2ccccc2)o1)NCCN1CCOC1=O	-3.5	9.3	-0.5	11.8	4.8	2.0	1.8	-0.1	1.0	-0.1
Clc1ccc2nc(N3CCCCC3)sc2c1	0.3	-1.2	1.0	-3.2	-1.2	10.2	-0.1	-0.5	-14.4	0.9
NNC(=O)COc1ccc(C(F)(F)F)cc1	-2.7	9.3	2.1	3.2	5.5	-2.2	-7.0	-0.3	-0.9	-7.9
COc1ccccc1NC(=O)CSc1nnnn1-c1ccc(F)cc1	0.2	-6.8	-1.3	15.7	-3.7	-0.6	8.2	-0.2	-0.1	-2.2
CC[C@H](NC(=O)[C@@H](Cc1ccccc1)NC(=O)[C@H]1O[C@@H](n2cnc3c(=O)[nH]c(N)nc32)[C@H](O)[C@@H]1O)c1ccccc1	-5.4	-2.8	-4.9	-3.7	-7.6	1.4	-11.5	0.6	1.5	2.8
O=C(NCc1nnnn1-c1ccc(F)c(F)c1)c1ccc2ccccc2c1	-4.0	7.6	-2.2	1.9	-2.4	6.2	-10.6	0.5	-10.1	-2.8
O=C(Nc1ccc(Br)cn1)c1ccc([N+](=O)[O-])o1	-2.3	-6.3	-4.5	-11.8	6.1	9.8	1.1	0.4	0.1	0.7
CCCC(=O)Nc1ccc(C)c(O)c1	1.9	-4.7	-1.4	-5.2	1.2	0.4	10.8	-0.1	1.5	-1.7
O=C(NC1CC(=O)N(c2ccc3c(c2)OCCO3)C1)N1CCCCC1 (centres undefined)	0.6	9.8	3.0	7.5	-1.8	-16.6	0.4	-0.2	-3.9	12.4
COC(=O)c1[nH]c2ccc(F)cc2c1NS(=O)(=O)c1ccc(F)c(C)c1	-4.8	5.1	2.8	-3.3	-0.5	-5.1	-10.2	-1.0	-6.0	0.7
COC(=O)C1CN(CCO)CCS(=O)(=O)N1Cc1cn(Cc2cccc(Cl)c2)nn1 (centres undefined)	-4.4	.	-0.1	.	-1.8	-2.3	-0.6	0.6	0.4	1.2
CN(C)CCNC(=O)C(=O)c1c(-c2ccccc2)cc2ccccn12	-4.0	-2.8	0.2	-2.4	-0.6	-9.7	-3.8	0.7	-1.2	-3.9
Brc1ccc(-c2cn3ccccc3n2)s1	-3.0	-0.3	10.3	1.2	-2.8	9.2	-4.0	0.8	-1.4	-0.8
O=c1[nH]c(C2CCN(S(=O)(=O)c3ccc4c(c3)OCCO4)CC2)nc2c1nnn2Cc1ccc(F)cc1	2.3	8.4	-1.0	2.5	-1.1	4.7	6.1	0.0	0.9	-2.0
Cn1c(=O)oc2cc(S(=O)(=O)N3CCC(C(=O)N4CC=C(c5ccccc5)CC4)CC3)ccc21	-1.8	2.5	1.1	-1.4	1.7	4.1	-13.6	0.0	-1.9	-1.8
CCCc1ccc(OCCNC(=O)C2CCCCC2)cc1	-2.7	-6.1	-1.9	5.1	-7.8	-3.7	-3.7	0.5	0.0	-1.3

Limited to TDP2 absorb and ADAM17 inh, for some of the entries so far:
| Compound | TDP2 absorb | ADAM17 inh |
| --- | --- | --- |
| COC(=O)C1CN(CCO)CCS(=O)(=O)N1Cc1cn(Cc2cccc(Cl)c2)nn1 (centres undefined) | -2.3 | -4.4 |
| CN(C)CCNC(=O)C(=O)c1c(-c2ccccc2)cc2ccccn12 | -9.7 | -4.0 |

Next entries:
SMILES	ADAM17 inh	ARFGAP1 inhibitor	DDE Tn6 FP inh	ASAP1 inh	Tn7 DDE FP	TDP2 absorb	ADAM10 inh	proKLK7 act	PLCg1 inh	LEDGF integ inh
CC1=CC(=O)CC2C1(C)CCC(C)C2(C)CCC(C)CC(=O)O (centres undefined)	-0.6	0.4	6.2	-1.1	3.5	-5.1	-10.5	0.0	0.8	-1.5
O=C(NCc1ccco1)c1cnc2ccccn2c1=O	-60.7	-0.2	-6.3	14.2	-3.4	-3.2	-209.9	0.8	-20.1	1.5
CCN1CCN(C(=O)c2cc3cc4cc(OC)ccc4nc3s2)CC1	-44.5	3.4	4.8	-3.3	3.4	3.8	-119.3	4.0	-118.5	2.6
O=C(Nc1nc2ccc3ccccc3c2s1)c1ccc(N2CCCCC2)c([N+](=O)[O-])c1	-4.0	0.4	0.5	-7.4	-3.2	7.6	-6.8	0.5	1.4	2.5
CC(C)CCN(C(=O)Nc1ccccc1)C(C)c1cccs1 (centres undefined)	-3.7	0.2	6.2	-1.4	1.5	2.1	0.2	-0.6	0.0	-3.2
CCOC(=O)CNC(=O)c1ccc(OCC(F)(F)F)cc1	-6.9	0.0	5.1	-8.5	8.5	0.7	-2.3	0.7	1.2	-6.1
CCN(CC)S(=O)(=O)c1ccc(C(C)NC(=O)Cc2c[nH]c3ccccc23)cc1 (centres undefined)	-0.9	-2.9	3.3	9.3	5.3	-1.9	-0.8	1.0	-2.3	-3.2
CSc1nc2ccc(NC(=O)c3ccc(=O)n(C)n3)cc2s1	-0.2	-11.3	-10.2	1.1	-0.1	4.2	9.4	-0.7	4.9	-0.5
COc1ccc(C)cc1N(CC(=O)Nc1ccc(S(=O)(=O)N2CCCC2)cc1)S(C)(=O)=O	0.3	15.4	0.5	9.0	-3.4	4.5	3.5	0.5	4.1	6.0
CC12CCC(=O)N1C(C(=O)Nc1nnc(SCc3ccccc3)s1)CS2 (centres undefined)	-1.4	4.7	-8.7	6.0	2.7	8.7	-12.8	0.6	3.6	-1.1
N#CCc1ccnc2ccccc12	-0.6	-7.5	0.9	1.2	1.5	-0.1	-18.8	1.0	-4.3	2.5
O=C(Nc1ccccc1Cl)C1(c2ccccc2)CC1(Cl)Cl (centres undefined)	-1.4	-5.5	0.9	-8.3	0.3	-2.4	5.0	0.0	5.7	1.3
Cc1ccc(-c2nc(-c3ccccn3)sc2CC(=O)O)cc1	-9.1	4.0	-8.6	-1.4	-1.0	-7.0	-15.7	0.1	-2.5	6.8
Cc1nc([N+](=O)[O-])c(Br)n1CC(=O)c1ccccc1	0.3	1.9	-3.9	-10.8	-2.5	-1.7	4.6	-0.2	6.2	0.4
CCc1cc2c(=O)c(-c3nc4ccccc4n3C)coc2c(CN2CCCC(C)C2)c1O (centres undefined)	-53.8	5.9	1.2	11.3	-2.9	2.8	-122.0	8.2	-270.1	-5.1
COc1ccccc1-c1csc(C(O)c2cccc(Cl)c2)n1 (centres undefined)	7.7	8.5	0.8	-0.2	6.3	-6.2	22.7*	0.9	2.7	1.9
COC(=O)c1cn(C(=O)c2ccc(OC)cc2)c2ccccc12	-1.3	2.2	-1.9	-6.7	-7.3	-4.6	-1.5	0.5	-0.9	-4.0
Cc1cnc(NC(=O)CSc2ncn(-c3ccccc3)n2)s1	-3.4	5.9	2.8	-5.5	5.4	2.4	3.8	0.2	-0.7	-0.4
CCOc1cc(C2NC(=O)NC(O)(C(F)(F)F)C2C(=O)c2ccccc2)ccc1OC (centres undefined)	2.2	3.1	4.0	-14.1	0.0	0.5	0.7	0.1	1.5	-2.4
Cc1ccc(C)c(C(=O)COC(=O)c2cc([N+](=O)[O-])ccc2N2CCOCC2)c1	-2.7	-2.7	11.0	-8.7	2.8	9.6	-3.7	0.3	1.1	-4.3
COc1cccc(OC(=O)CSc2nnc(-c3ccccc3Br)o2)c1	-5.3	3.2	0.2	9.9	1.9	-7.7	-12.6	-0.7	-3.5	-1.0
CCOC(=O)/C=C/C(=O)OCC(=O)Nc1cccc(Br)c1	-1.2	-4.6	4.7	-14.1	-4.4	5.5	0.7	0.4	-1.6	0.8
COc1ccc(Cl)cc1NC(=O)CNc1ccccc1CN(C)C1CCCCC1	0.7	4.3	4.7	-9.7	2.8	3.1	-3.7	0.1	-0.9	1.4
O=C(OCC(=O)N1CCN(c2cccc(Cl)c2)CC1)c1ccco1	-1.4	-7.8	-7.5	-2.1	2.5	6.7	1.3	0.7	1.2	2.4
COc1ccc(C(c2nnnn2CS(=O)(=O)c2ccc(C)cc2)N2CCN(c3ncccn3)CC2)cc1 (centres undefined)	-2.0	-6.6	4.4	-2.4	-3.5	0.1	2.4	0.3	-0.1	-1.1
COc1cccc(-c2ccc(SCC(=O)NCCc3ccccc3)nn2)c1	-0.6	-4.6	-3.7	5.8	-1.3	10.9	5.1	0.0	-1.2	0.6
CC1=NCC(C)c2c1[nH]c1ccccc21 (centres undefined)	-50.5	-9.6	-1.5	-4.7	2.3	-7.6	-214.9	30.3*	-482.1	-4.9
CCC(C(=O)NCCN1CCOCC1)n1c2ccccc2c2nc(=O)cc(C)n21 (centres undefined)	-4.4	-6.8	1.1	-1.1	2.7	-1.6	-15.8	0.7	-5.5	0.3
CSc1cccc(NC(=S)NN(C)C)c1	-0.5	-5.7	-6.1	-7.3	1.4	0.8	-1.8	0.4	0.6	1.7
Cc1[nH]c2ccccc2c1C(=O)COC(=O)c1ccccc1O	-3.4	4.5	2.0	-3.4	7.8	9.8	-7.9	0.2	0.3	1.5
COc1ccc2cc(S(=O)(=O)N3CCOCC3)ccc2c1	-4.8	-5.8	4.5	10.7	3.1	3.9	-0.4	-0.4	0.1	1.0
CN(C)C(=O)c1cc2c(c(-c3cccc(-c4ccccc4F)c3)n1)[C@@H](CCO)N(S(C)(=O)=O)C2	-1.4	9.6	1.3	4.6	2.6	1.6	-4.5	-0.1	1.3	-2.1

Looked up above:
`COc1cccc(OC(=O)CSc2nnc(-c3ccccc3Br)o2)c1` @ TDP2 absorb = -7.7
`COc1cccc(-c2ccc(SCC(=O)NCCc3ccccc3)nn2)c1` @ proKLK7 act = 0.0
`Cc1[nH]c2ccccc2c1C(=O)COC(=O)c1ccccc1O` @ ADAM17 inh = -3.4

Source: PubChem
